Screening results from PubChem.
hcGAS lum = inhibitors of human cGAS; Q8N884; inhibition, % at 12.5 µM; recombinant h-cGAS, ATP depletion, Kinase-Glo luminescence; 290,000 compounds, 0.081% hits; AID 1259398;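 further: 0% = vehicle reaction and 100% = reaction without DNA for no activity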
Target sequence (Q8N884 whole entry, looked up): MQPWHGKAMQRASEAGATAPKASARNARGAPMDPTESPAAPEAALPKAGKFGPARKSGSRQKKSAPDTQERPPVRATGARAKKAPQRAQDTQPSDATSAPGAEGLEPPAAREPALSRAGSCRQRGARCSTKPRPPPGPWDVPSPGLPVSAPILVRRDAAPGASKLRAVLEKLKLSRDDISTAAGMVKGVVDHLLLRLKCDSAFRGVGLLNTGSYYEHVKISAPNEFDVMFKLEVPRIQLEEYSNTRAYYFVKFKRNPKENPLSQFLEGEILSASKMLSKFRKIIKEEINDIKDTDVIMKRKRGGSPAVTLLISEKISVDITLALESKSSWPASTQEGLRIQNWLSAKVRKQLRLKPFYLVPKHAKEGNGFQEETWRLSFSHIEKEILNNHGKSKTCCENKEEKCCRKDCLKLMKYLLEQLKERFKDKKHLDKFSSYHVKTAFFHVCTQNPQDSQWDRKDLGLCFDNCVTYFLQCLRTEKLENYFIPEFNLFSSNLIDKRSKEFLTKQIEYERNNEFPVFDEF
NPYLR7 agonist = activates Aedes aegypti NPYLR7 receptor. HEK293T NPYLR7/Galpha15, GCaMP6s calcium fluorescence. activation, % at 10 µM. 270,000 compounds, 0.15% hits. AID 1259423; in the data active means activation above about 40%;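 further: 0% = vehicle and 100% = reference agonist at the receptor; some compounds past the cut are filed as inactive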
mcGAS lum = blocks mouse cGAS activity. Q8C6L5. recombinant cGAS, Kinase-Glo ATP depletion luminescence. inhibition, % at 12.5 µM. 160,000 compounds, 0.15% hits. AID 1259399;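 further: 0% = negative control wells and 100% = reference inhibitor with no enzyme activity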
Starred values were filed as active, the others as inactive; . = no result given; & = joins results of further samples. Unless noted, no stated cut-off is given here; in the data, active means inhibition above about 40%; inactive means the rest.

A first look:
Results follow in this order: NPYLR7 agonist | hcGAS lum | mcGAS lum
- COC(=O)CC1C(=O)NCCN1C(=O)c1cc2n(n1)CCN(C(C)C)C2 (stereo not given)
  15 | -3 | .
- CC(C)NC(=O)C1(C)CCCCN1C/C=C/c1ccccc1 (stereo not given)
  4 | -14 | .
- CCn1c(CCN)nnc1Sc1ccccc1S(=O)(=O)C(F)(F)F
  6 | -7 | -16
- CC1CN(c2ccc(Br)cc2)c2nc3c(c(=O)[nH]c(=O)n3C)n2C1 (stereo not given)
  . | -8 | -8

This part in full, from the first entry:
Results follow in this order: NPYLR7 agonist | hcGAS lum | mcGAS lum
- COC(=O)CC1C(=O)NCCN1C(=O)c1cc2n(n1)CCN(C(C)C)C2 (stereo not given)
  15 | -3 | .
- CC(C)NC(=O)C1(C)CCCCN1C/C=C/c1ccccc1 (stereo not given)
  4 | -14 | .
- CCn1c(CCN)nnc1Sc1ccccc1S(=O)(=O)C(F)(F)F
  6 | -7 | -16
- CC1CN(c2ccc(Br)cc2)c2nc3c(c(=O)[nH]c(=O)n3C)n2C1 (stereo not given)
  . | -8 | -8
- COc1cc(N2CCC3(CC2)CNC(=O)C3)ncn1
  6 | -4 | .
- CC(=Nc1ccccn1)c1c(O)c2ccccc2oc1=O
  2 | -1 | .
- COc1ccccc1N1CCN(C(=O)c2ccccc2NC(C)=O)CC1
  -9 | -7 | -6
- COc1nc2ccccc2cc1-c1cccc(-n2cnnc2)c1
  6 | -5 | .
- CN1CCOC(CNCC(=O)N(C)Cc2c(F)cccc2Cl)C1 (stereo not given)
  5 | -3 | .
- CN(Cc1ccccc1)C(=O)c1cnn(-c2ccccc2)n1
  7 | -6 | -6
- Cn1c(=O)n(CCN2CCCCC2)c(=O)c2c1nc1oc(C(C)(C)C)cn12
  2 | 0 | -7
- CN(Cc1cnc2c(-c3ccccc3)cnn2c1)Cc1n[nH]c2c1CCC2
  19 | -9 | .
- Cc1noc(C)c1N(C)C(=O)C1COc2ccccc21 (stereo not given)
  7 | -6 | .
- FC(F)(F)Oc1ccc(-c2nccnc2NCc2ccc(C(F)(F)F)cc2)cc1
  -5 | -3 | -3
- O=S(=O)(NC1CCCCC1N1CCOCC1)c1ccc(Cl)cc1 (stereo not given)
  5 | -4 | -1

Reprinted at random: seven records from the list.
Results follow in this order: NPYLR7 agonist | hcGAS lum | mcGAS lum
- COC(=O)CC1C(=O)NCCN1C(=O)c1cc2n(n1)CCN(C(C)C)C2 (stereo not given)
  15 | -3 | .
- COc1nc2ccccc2cc1-c1cccc(-n2cnnc2)c1
  6 | -5 | .
- CCn1c(CCN)nnc1Sc1ccccc1S(=O)(=O)C(F)(F)F
  6 | -7 | -16
- CN(Cc1ccccc1)C(=O)c1cnn(-c2ccccc2)n1
  7 | -6 | -6
- CN1CCOC(CNCC(=O)N(C)Cc2c(F)cccc2Cl)C1 (stereo not given)
  5 | -3 | .
- COc1ccccc1N1CCN(C(=O)c2ccccc2NC(C)=O)CC1
  -9 | -7 | -6
- O=S(=O)(NC1CCCCC1N1CCOCC1)c1ccc(Cl)cc1 (stereo not given)
  5 | -4 | -1

Next section
Results follow in this order: NPYLR7 agonist | hcGAS lum | mcGAS lum
- Cc1cc(C(=O)CN2CCOC(C)C2)c(C)n1CCc1ccccc1 (stereo not given)
  -2 | -7 | .
- O=C(Cn1nnc(-c2ccc(Cl)cc2)n1)Nc1ccccc1I
  -2 | -7 | .
- COc1ccc(CC(=O)N2CCOC(COCc3ccc(F)cc3Cl)C2)c(OC)c1OC (stereo not given)
  2 | -4 | -5
- Cc1nc2nc(-c3ccc(O)cc3)cc(C(=O)O)c2[nH]1
  -1 | -6 | -8
- CCCn1c(SCC(=O)NCCN2C(=O)CSC2=O)n[nH]c1=O
  1 | -8 | .
- COc1ccc(OC)c(-c2cccc(-c3ccc(NC(=O)c4cncc(Br)c4)cc3)n2)c1
  1 | -6 | -6
- O=C(NCCC(=O)N1CCOC(COc2cccc(C(F)(F)F)c2)C1)OCc1ccccc1 (stereo not given)
  23 | -6 | .
- CCOc1ccccc1N1CCN(C(=O)c2ccc(Br)cc2)C(C)C1=O (stereo not given)
  -6 | -2 | 1
- CCc1nnc(NC(=O)c2ccc(C)c(-n3cccc3)c2)s1
  8 | -7 | .
- CC(=O)N1CCCN(C(=O)CC2C(=O)NCCN2Cc2ccc3ccccc3c2)CC1 (stereo not given)
  . | -5 | -11
- FC(F)(F)Oc1ccc(-c2nccnc2NCC2CC2)cc1
  12 | 0 | -4
- OC(COCc1ccco1)CN(Cc1ccccc1)CC1CC(c2ccccc2F)=NO1 (stereo not given)
  . | -4 | -9
- O=C(Nc1cccc(OCC(=O)N2CCCC2)c1)c1ccccc1
  -1 | -16 | .
- CC(C)c1csc(CN2CCCC(CNC(=O)c3cccc4ccccc34)C2)n1 (stereo not given)
  10&10 | 0&-4 | -9
- Cc1ccc(-n2ncc3c(=O)n(NC(=O)COc4ccc(Cl)cc4)cnc32)cc1
  4 | -11 | .
- CCn1c(-c2ccc(OC)cc2)c[nH]c1=S
  -9 | -3 | -11
- CC(C)c1nnsc1CNC(=O)c1cccc(C#CC(C)(C)O)c1
  4 | 0 | -14
- CCOC(=O)CCNC(=O)N1CCC(CCOc2ccccc2)(C(=O)OCC)CC1
  7 | -4 | -4
- CSc1ccc(CNC(=O)C2CCC(=O)N(CCN3CCOCC3)C2)cc1 (stereo not given)
  8 | -6 | .
- Cc1oc(-c2cc3c(cc2Cl)OCO3)nc1CN(CCO)Cc1cccs1
  -2&8 | -4&-4 | .
- CCOc1ccc(-n2c(SCc3cccc(C)c3)nc3c(c2=O)SCC3)cc1
  11 | 0 | -6
- Cc1cc(C(F)(F)F)nn1CC(=O)Nc1ncc(Cl)cc1Cl
  -8 | -4 | -5
- Cc1nc(SCC(=O)NC(C)C)c2c(C)c(C)sc2n1
  1 | -3 | .
- CC(C)Cn1cc(NC(=O)Nc2ccc(F)cc2F)cn1
  -4 | 2 | .
- CN(C)CCNC(=O)c1cncc(-c2cc(F)ccc2F)c1
  8 | -9 | .
- CC1(Cc2ccc(C(=O)c3ccccc3)cc2)C(=O)Nc2cc(C(F)(F)F)ccc21 (stereo not given)
  4 | -4 | -1
- Cc1c(-c2ccccc2F)[nH]c2ccc(CNC(=O)CCn3cncn3)cc12
  15 | -9 | -11
- CCOC(=O)C1=C(C)NC(=O)NC1c1ccc(F)cc1F (stereo not given)
  -2 | -4 | -7
- COc1ccc(-c2c(-c3ccc(OCCN4CCCCC4)cc3O)n[nH]c2C)cc1OC
  2 | -4 | -8
- COc1ccc(CN2CCn3nc(C(=O)NCc4ccc(F)cc4)cc3C2=O)cc1
  18 | -4 | -6
- N#CC1(NC(=O)CNc2ccc(Cl)cc2Cl)CCCCCC1
  10 | -5 | -5
- COc1ccc(OC)c(C2C(C#N)=C(C)NC3=C2C(=O)CCC3)c1 (stereo not given)
  7 | 3 | 2
- COc1ccc(N2CCN(C(=O)CSc3nc(Cl)cc(N4CCN(c5ccccc5Cl)CC4)n3)CC2)cc1
  10 | 1 | -4
- CC(=O)C(C)Sc1ccc(Cl)cc1[N+](=O)[O-] (stereo not given)
  1 | -9 | .
- Cc1ccc(CNC(=O)C2CCN(C(=O)C3CCCC3)CC2)cc1F
  -1 | 5 | .
- Cc1nc(C2CC2)ncc1C(=O)NC1CCC(n2cnnc2)CC1 (stereo not given)
  -3 | 2 | 0
- CCCc1c(C(=O)Nc2ccncc2)[nH]c(C)c1C(=O)OC
  -2 | -6 | .
- O=C(CCc1n[nH]c2c1CCCC2)N[C@@H]1CCOC[C@H]1OCC1CC1
  . | -19 | -8
- CCc1ncc(C(=O)N2CCc3nnc(CCc4ccccc4)n3CC2)cn1
  6 | -10 | .
- Cc1c(CN2CCC3(CC2)C(=O)N(C(C)C)C(=O)N3CCC(C)C)cnn1C
  23 | 3 | -5
- CCn1nc(C)c(-c2cc(C(=O)O)[nH]n2)c1C
  -1 | -5 | .
- CCOC(=O)c1nc2cc(Cl)c(Cl)cc2nc1N1CCCN(C(=O)C(=O)OC)CC1
  2 | 3 | -2
- COCc1cc(C)nc(N/N=C\c2cc(Br)c(OC)c(OC)c2)c1C#N
  13 | -5 | -4
- Cn1c(=O)c2cc(C(=O)Nc3ccc(Cl)cc3)n(Cc3ccccc3)c2n(C)c1=O
  1 | -1 | -6
- Cc1ccc(-n2ncc3c(-n4nc(C)cc4NC(=O)Cc4ccc(F)cc4)ncnc32)c(C)c1
  5 | -3 | -7
- c1ccc(C(CC2CN(CCc3cn[nH]c3)CCO2)c2ccccc2)cc1 (stereo not given)
  10 | -4 | .
- CC1(C)CC(=O)C(C(c2ccco2)C2C(=O)CC(C)(C)CC2=O)C(=O)C1
  15&14&0 | -7&-14&-3 | -5&-2&-2
- Cc1ccc(CC2(NC(=O)c3ccc(S(N)(=O)=O)cc3)CC2)cc1
  0 | 2 | -9
- CC(C)Cc1nnc(N)s1
  1 | -1 | .
- Cc1cc(Cl)ccc1OCC(=O)Nc1nc(CN2CC(C)OC(C)C2)cs1 (stereo not given)
  -1 | -6 | -8
- CCC1C(C#N)C(=O)NC(N2CCOCC2)C1C (stereo not given)
  4 | 3 | .
- O=C(NCCN1CCOCC1)c1cc(NS(=O)(=O)c2ccc3ccccc3c2)ccc1N1CCC(Cc2ccccc2)CC1
  -12 | 4 | 0
- Cc1nc2cc(C(=O)N(C)CC(=O)NC(C)(C)C)ccc2n1-c1ccccc1
  3 | -2 | .
- Cc1cc(C)n(C)c(=O)c1C(=O)N1CCC(Cc2cccc(C(=O)O)c2)C1 (stereo not given)
  8 | -7 | .
- COc1coc(C(=O)Nc2cnc3n2CCCC3)cc1=O
  1 | -1 | -14
- CN1CCN(c2ccccc2NS(=O)(=O)c2cccs2)CC1
  -9 | -10 | .
- COc1ccc(C2=N/C(=C\c3coc4ccccc4c3=O)C(=O)O2)cc1Br
  19 | -3 | -7
- COc1ccc(C(=O)c2ccc(O)cc2)c(O)c1O
  -10 | 0 | 2
- OCc1ccc(-c2ccc(-c3ccc(CO)s3)o2)s1
  7 | -9 | -10
- CC1=C(C(=O)OCCOC(C)C)C2(O)C(=O)c3ccccc3C2(O)N1 (stereo not given)
  2 | -3 | -5

(cont.)
Results follow in this order: NPYLR7 agonist | hcGAS lum | mcGAS lum
- CSc1ccc(Cn2c(C)c(C(=O)NCc3ccc(F)cc3)sc2=O)cc1
  13 | -7 | .
- CN(Cc1cn[nH]c1C(=O)O)CC1COc2ccccc2O1 (stereo not given)
  19 | -4 | .
- NC(=O)c1c(NC(=O)CC23CC4CC(CC(C4)C2)C3)sc2c1CCC2
  4 | -4 | .
- Cc1cccc2c(=O)[nH]c(CN(Cc3ccccc3F)C3CC3)nc12
  8 | -12 | .
- Cc1[nH]cnc1CN(C)CCCc1cnn(C)c1
  . | -3 | -2
- O=C(NCc1cccc(C(F)(F)F)c1)c1ccccc1N1CCC(NS(=O)(=O)c2ccc(Cl)cc2)CC1
  1 | -4 | -6
- CCOC(=O)c1[nH]c(C)c(C(=O)CN(C(=O)Nc2c(C(C)C)cccc2C(C)C)C2CC2)c1C
  -8 | -5 | -5
- CCc1ccc(NC(=O)COc2coc(CN3CCc4ccccc43)cc2=O)cc1
  4 | -4 | -7
- COc1ccc(OCCSc2ccc(S(=O)(=O)N3CCCCCC3)cc2[N+](=O)[O-])cc1
  -1 | -3 | -6
- CCCCN(Cc1ccc(OS(C)(=O)=O)cc1)C(=O)c1ccccc1C
  -8 | -10 | -6
- C/C=C(\C)C(=O)Nc1cccc(-c2cccc(-c3ccc(OC)cc3)n2)c1
  -5 | -5 | -6
- Cc1ccc(Nc2nc(N3CCN(C)CC3)nc3[nH]ncc23)cc1
  3 | -11 | .
- CCc1[nH]c2c(CNC(=O)C3CCOC3)cc(F)cc2c1C (stereo not given)
  4 | -6 | -13
- COC(=O)C1C(=O)N2CCCSC2=C(C#N)C1c1cccs1 (stereo not given)
  1 | -7 | .
- Cc1cc(C)nc(Nn2ccc3c(cnc4ncnn43)c2=O)n1
  4 | -6 | .
- CCC(C)NC(=O)CCN(CCc1ccccc1)c1nc(-c2ccc(Cl)cc2)nc2ccccc12 (stereo not given)
  . | -3 | -6
- COc1ccc2sc(SCc3csc(-c4ccc(C(F)(F)F)cc4)n3)nc2c1
  4 | -6 | -7
- CCSC1=NC2(CCCCC2)Nc2sc3c(c21)CCCC3
  3 | -7 | .
- CC1(C(=O)NS(=O)(=O)Cc2ccccc2)CCN1C(=O)Cc1ccccc1Cl (stereo not given)
  3 | -6 | .
- CCCc1c(C(=O)N2CCc3c([nH]c4ccc(OC)cc34)C2c2ccc(-c3ccccc3C(F)(F)F)o2)cnn1-c1ccccc1 (stereo not given)
  13 | -1 | -5
- CCOc1ccc(S(=O)(=O)N2CCN(CC(O)COCc3ccc(OC)cc3)CC2)cc1 (stereo not given)
  -1 | -4 | .
- Cc1ccc(-n2ncc3c(NNC(=O)c4cccc([N+](=O)[O-])c4)ncnc32)cc1Cl
  1 | -6 | -6
- O=C(O)C1CCCN(S(=O)(=O)c2ccc(Cl)s2)C1 (stereo not given)
  1&-1 | 4&-6 | -5
- COc1ccc(CCN(C)S(=O)(=O)c2ccc(OC)c(N3CCN(C(=O)c4cc(F)ccc4Cl)CC3)c2)cc1OC
  10 | 0 | -7
- CCN1CCN(c2cc(C)nc3c(-c4ccccc4)c(C)nn23)CC1
  0 | 3 | -4
- O=c1[nH]n(CC2COC3(CCCCC3)O2)c(=O)c2ccccc12 (stereo not given)
  1 | -4 | .
- Cc1ccc(C(C)NC(=O)c2cc(CN3CCC(O)CC3)on2)cn1 (stereo not given)
  39 | -4 | .
- COc1ccc(C(=O)O)cc1N1C(=O)C2C3C=CC(C3)C2C1=O (stereo not given)
  -14 | -3 | -6
- CC(C)c1ccc(S(=O)(=O)NNC(=O)Nc2ccccc2)cc1
  -3 | 4 | -4
- O=C(CN1C(=O)c2ccccc2S1(=O)=O)N(C1CCCC1)C1CCS(=O)(=O)C1 (stereo not given)
  3 | -12 | .

Compounds were not picked by outcome; any-hit rate near 0.26%.
